KCNQ2 block: KCNQ2 potassium channel inhibitors, primary screen, cell-based, CHO-K1, FluxOR thallium flux, B-score (AID 2156); 20 min; stronger effect = lower value; 1.1% of 310,000 active; B-score at 10 µM;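 active means fluorescence ratio B-score at most minus 3 library SDs, with starting brightness B-score within 2 library SDs, cut at about -5.5 in these data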
Target sequence (O88943 whole entry, looked up): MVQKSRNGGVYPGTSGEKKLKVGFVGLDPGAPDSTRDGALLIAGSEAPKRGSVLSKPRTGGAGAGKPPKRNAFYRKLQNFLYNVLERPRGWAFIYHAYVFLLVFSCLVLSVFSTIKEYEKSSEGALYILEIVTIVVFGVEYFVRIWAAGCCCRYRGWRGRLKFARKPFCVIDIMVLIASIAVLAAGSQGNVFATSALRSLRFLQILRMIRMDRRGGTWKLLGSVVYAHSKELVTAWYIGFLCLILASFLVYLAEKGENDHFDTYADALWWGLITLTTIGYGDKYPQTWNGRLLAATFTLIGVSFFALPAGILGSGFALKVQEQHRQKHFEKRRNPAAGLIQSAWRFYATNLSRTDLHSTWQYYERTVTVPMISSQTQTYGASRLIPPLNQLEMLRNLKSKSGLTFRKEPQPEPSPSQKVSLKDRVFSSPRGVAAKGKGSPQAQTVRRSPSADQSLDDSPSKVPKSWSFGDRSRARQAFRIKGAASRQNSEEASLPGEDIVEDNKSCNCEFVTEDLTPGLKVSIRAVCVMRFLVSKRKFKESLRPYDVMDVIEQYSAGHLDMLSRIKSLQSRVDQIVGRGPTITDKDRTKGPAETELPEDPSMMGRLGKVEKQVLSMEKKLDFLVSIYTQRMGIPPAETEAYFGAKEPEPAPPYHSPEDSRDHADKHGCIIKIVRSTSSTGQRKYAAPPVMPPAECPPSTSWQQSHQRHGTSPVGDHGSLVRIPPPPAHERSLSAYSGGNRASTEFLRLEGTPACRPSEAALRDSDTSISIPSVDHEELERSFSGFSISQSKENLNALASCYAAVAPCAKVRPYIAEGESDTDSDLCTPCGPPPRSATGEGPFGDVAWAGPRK
Kir21 block: blocks the mouse Kir2.1 inward-rectifier potassium channel. P35561. HEK293-Kir2.1, FluxOR thallium flux fluorescence; stronger effect = lower value. B-score at 10 µM. 0.85% of 310,000 active;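 active means fluorescence ratio B-score at or below minus 3 SD of library scores, with starting-brightness B-score within 2 SD, cut at about -4.2 in these data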;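 further: channel flux triggered by added potassium and thallium sulfate stimulus; B-score of peak minus minimum fluorescence over baseline after thallium stimulus; more negative B-score means stronger Kir2.1 block with less thallium influx; some compounds called inactive have numbers as strong as hits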
Active calls of the source: *; i = inactive. Not a hit list; about 1.8% have a hit in one of these screens.

SMILES | KCNQ2 block | Kir21 block
Cn1cnnc1Sc1ccc(/C=C/C(=O)c2ccc(O)cc2)cc1[N+](=O)[O-] | i | -1.7
O=C(N/C(=C\c1ccc2c(c1)OCO2)C(=O)N1CCOCC1)c1ccccc1Br | i | -0.21
NS(=O)(=O)c1ccc(Nc2nc(-c3ccc(F)cc3)cs2)cc1 | i | 0.04
O=C(Cn1cc2c(n1)CCCCC2)NCCCN1CCOCC1 | i | -0.24
CCOC(=O)c1[nH]ncc1CN1CCN(Cc2ccc(C)cc2)C(CCO)C1 (stereo unspecified) | i | 1.3
CCN(CCn1cccn1)C(=O)CCc1nnc(CCCc2ccccc2)o1 | i | -1.5
CCOc1ccc(C(=O)Nn2cnnc2)cc1 | i | 0.01
CC(C)CCNC(=O)C(C)N(Cc1ccc(F)cc1)C(=O)c1ccc(CN2CCCCC2)o1 (stereo unspecified) | i | 0.54
O=C(O)CCCC(=O)Nc1ccc(Oc2ncnc3cc(Cl)ccc23)nc1 | i | 0.35
O=C(NCc1nnc(SCC(=O)N2CCN(c3ccccc3)CC2)o1)c1c(F)cccc1F | i | -0.05
OCn1ncn(-c2ccccc2)c1=S | i | 0.15
CCCS(=O)(=O)N1CCN(C(=O)c2ccccc2F)CC1 | i | 0.44
O=S(=O)(c1ccc2ccccc2c1)N(CC(O)COCc1ccco1)c1ccccc1 (stereo unspecified) | -8.9* | -0.63
CC(=O)c1ccc(NC(=S)NC(=O)/C=C/c2ccco2)cc1 | i | -2.4
CCCN1C2CCCC1CC(NC(=O)c1cccc([N+](=O)[O-])c1)C2 (stereo unspecified) | i | -1.5
CCOC(=O)CCNC(=O)CNC(=O)OCc1ccccc1 | i | 0.14
Cc1nnc2sc(-c3cccc4ccccc34)nn12 | i | 0.13
CC(C)(C)c1sc(N)nc1-c1ccccc1 | i | -2.5
CCOCc1nnc(NC(=O)c2cc(C(=O)OC)cc([N+](=O)[O-])c2)s1 | i | 0.46
COc1ccc(C2N3CC4(C)CN2CC(C)(C3)C4)cc1OC (stereo unspecified) | i | 0.86
CCN(CC)CCn1c(=S)[nH]c2cc3c(cc2c1=O)OCO3 | i | -0.51
O=C(NNc1cc(Cl)ccc1Cl)c1cccs1 | i | -0.23
CC(=O)N/C(=C\c1ccc(C)cc1)C(=O)O | i | 0.5
O=C(CN(Cc1ccccc1)S(=O)(=O)c1ccccc1)NC1CC1 | i | 1
COc1ccc(NC(=O)/C(C#N)=C\c2ccc(Br)o2)cc1 | i | 0.08
COC(=O)c1ncccc1SC | i | 1.6
COC(=O)c1ccc(COc2ccccc2/C=C/C(=O)c2ccc(OCC(=O)O)cc2)cc1 | i | 1
O=C(NCCNc1ccc([N+](=O)[O-])cc1C(F)(F)F)c1ccccc1 | i | -0.98
Cc1cccc(-c2onc3ccc(C4(C)OCCO4)cc23)c1 | i | 0.47
O=C(Nc1ccccc1C(F)(F)F)c1cc(S(=O)(=O)N2CCC3(CC2)OCCO3)ccc1F | i | 1.7
CCOc1cc(/C=N/NC(=O)Nc2ccccc2)ccc1O | i | -0.14
CC(=O)NNC(=S)Nc1cccc(F)c1 | i | -0.82
CC(=O)[C@@H]1[C@@H](C)N(Cc2ccccc2)C(=O)N[C@H]1c1ccccc1 | i | 1.3
CCOC(=O)CN1C(=O)S/C(=C/c2ccc(O)c([N+](=O)[O-])c2)C1=O | i | 1.1
O=C(COc1ccccc1Cl)NC1CC1 | i | -0.35
O=C(O)Cn1c(SCc2cccc3ccccc23)nc2ccccc21 | i | 0.22
COc1ccc(Cc2nnc(N/N=C/c3ccc(O)cc3)[nH]c2=O)cc1OC | i | 1.3
CC(C(=O)N1CCCc2ccccc21)N1CCN(S(=O)(=O)c2ccccc2F)CC1 (stereo unspecified) | i | 0.01
COc1ccc(-c2oc3ncn4nc(COc5ccccc5)nc4c3c2-c2ccc(OC)cc2)cc1 | i | 0.05
O=C(c1cc(S(=O)(=O)N2CCOCC2)ccc1Cl)N1CCc2ccccc2C1 | i | 0.08
CC1CCc2c(sc3ncn(Cc4ccc(C(=O)O)cc4)c(=O)c23)C1 (stereo unspecified) | i | 2.5
Cc1[nH]c2ccccc2c1C(=O)C(=O)N1CCN(C)CC1 | i | 0.68
CCOC(=O)c1c(CN2CCOCC2)n(-c2ccccc2)c2cc(Br)c(O)c(CN(C)C)c12 | i | -0.32
COC(=O)Nc1ccc(N2CCOCC2)c(S(=O)(=O)N2CCOCC2)c1 | i | 0.19
O=C(NCc1ccco1)C(=O)NCC1OCCN1C(=O)c1ccc(Cl)cc1 (stereo unspecified) | i | 1.8
COc1ccccc1CNS(=O)(=O)c1ccc(-n2cccn2)cc1 | i | -2.2
O=C1c2ccccc2CC1Sc1nnc(-c2ccncc2)o1 (stereo unspecified) | i | 0.04
O=C(NC1CCc2ccccc21)c1cc(COc2c(F)cccc2F)on1 (stereo unspecified) | i | 0.22
CC(C)N(C(=O)CN1CCC(c2nc3ccccc3[nH]2)CC1)C(C)C | i | 0.22
O=C(NC(=S)Nc1ccc2[nH]c(=O)[nH]c2c1)c1cc(Br)ccc1Cl | i | 0.82
Cc1nn(-c2ccccc2)c(C)c1C(=O)NCCc1ccc(Cl)cc1 | i | 0.01
Cc1ccccc1C(=O)NC(=S)N(C)CCc1ccccn1 | i | 0.49
CCCc1cc(Nc2cccc(OCC)c2)n2ncnc2n1 | i | -0.07
Cc1cc(NS(=O)(=O)c2ccc(N)cc2)no1 | i | -0.03
O=C(c1ccccc1Br)N1CCN(c2ncccn2)CC1 | i | -0.07
COc1cc(NC(=O)c2ccccc2)c(OC)cc1NC(=O)CN1CCOCC1 | i | -0.15
CCCNC(=O)c1ccc(COc2ccc(C(C)(C)C)cc2)o1 | i | 0.92
CC1(C)Cc2c(sc3c2c(=O)n(-c2cccc(Cl)c2)c(=O)n3CC(N)=O)CO1 | i | -0.01
Cc1oc(-c2cccs2)nc1CN1CCC(C(=O)N2CCCC2)CC1 | i | -1.2
CCOc1ccccc1CN1CCNC(=O)C1CC(=O)NC1CCCCC1 (stereo unspecified) | i | -0.83

Continued:
SMILES | KCNQ2 block | Kir21 block
O=C(O)c1cccc(N2CCCC2)c1 | i | -1.5
COC(=O)CSc1nnc(NC(=O)C2CC(=O)N(c3ccc(F)cc3)C2)s1 (stereo unspecified) | i | 0.98
COc1ccccc1-n1c(SCC(=O)NC(C)(C)C)nc(O)c(Cc2ccccc2)c1=O | i | 0.9
O=C(NCc1ccccc1F)C1CCN(C(=O)c2sccc2-n2cccc2)CC1 | i | 2.2
Cc1ccc(NC(=O)C2CCCN2S(=O)(=O)c2ccc3c(c2)CCC(=O)N3)cc1Cl (stereo unspecified) | i | 0.09
C/C(=N\Nc1cc(C)nc(-c2ccccc2O)n1)c1ccccc1 | i | 0.67
O=C1[C@H]2[C@@H](C3CC3)N3C(=O)CN(Cc4ccccn4)C(=O)[C@@]3(Cc3ccccc3)[C@H]2C(=O)N1c1ccccc1 | i | -1.2
CCc1ccc(NC(=S)Nc2cc(OC)c(NC(=O)C(C)C)cc2OC)cc1 | i | -0.06
COc1ccc(NC(=O)c2cc3c(-c4ccc(OC)c(OC)c4)nn(C)c3s2)cc1OC | i | 0.37
CC(C)OC(=O)CNc1n[nH]c(=S)[nH]c1=O | i | -0.21
CCOP(=O)(OCC)C(NC(=O)c1cccs1)c1ccccc1 (stereo unspecified) | i | -0.51
Clc1ccccc1CN1CCN(/N=C/C=C\c2ccco2)CC1 | i | 1
C/C=C/c1ccc(OCC(=O)Nc2cc(C(F)(F)F)ccc2N2CCOCC2)c(OC)c1 | i | 0.05
CCOC(=O)CC(=O)Nc1ccc(Br)cc1C(=O)O | i | 1.1
CC(=O)Nc1ccc(S(C)(=O)=O)c(C)c1 | i | -0.16
Cc1[nH]n(-c2ccccc2)c(=O)c1/C=N/N(C)c1ccccc1 | i | -0.3
CN(c1ccc(C(=O)NCCSC(C)(C)C)cc1)S(=O)(=O)c1ccccc1 | i | -2.5
Cc1c(CC(=O)Nc2ccc(Cl)cc2)sc2ccc(Cl)cc12 | i | -0.87
COc1cc(C2c3c(-c4cc(Cl)c(C)cc4O)n[nH]c3C(=O)N2Cc2cccnc2)ccc1O (stereo unspecified) | i | 1.2
COc1cc([N+](=O)[O-])ccc1NC(=O)CN1CCN(C(=O)c2ccco2)CC1 | i | -0.68
CCCC(=O)N(CCc1ccc(OC)cc1)Cc1nc2ccccc2c(=O)[nH]1 | i | 0.9
Cc1nc2ccc(C(=O)OCc3ccccc3Br)cc2nc1C | i | 0.07
c1ccc(-c2noc(CSc3nnc(Cc4cccs4)n3-c3ccccc3)n2)cc1 | i | -2.9
O=C(C1CC1)N(CCc1ccccc1)Cc1nc2ccccc2c(=O)[nH]1 | i | -2.2

Next part, starting with the last 3 of the part before.
SMILES | KCNQ2 block | Kir21 block
Cc1nc2ccc(C(=O)OCc3ccccc3Br)cc2nc1C | i | 0.07
c1ccc(-c2noc(CSc3nnc(Cc4cccs4)n3-c3ccccc3)n2)cc1 | i | -2.9
O=C(C1CC1)N(CCc1ccccc1)Cc1nc2ccccc2c(=O)[nH]1 | i | -2.2
CC(C)n1cnc2cc(NCc3ccccc3O)ccc21 | i | -0.61
Cc1ccc(Sc2ncccc2COC(=O)NC(C)C)cc1 | i | -0.12
O=C(c1cc2cc(Br)cc(Br)c2oc1=O)N1CCCC1 | i | 0.01
COc1ccc(OC)c(CN2CCN(C(=O)c3ccc(F)cc3)CC2)c1 | i | 0.54
O=C(CSc1nncn1-c1ccccc1)NCc1cccs1 | i | -1.8
COc1ccc(NS(=O)(=O)c2ccc(O)c(NC(=O)c3ccc(S(=O)(=O)N4CCCCCC4)cc3)c2)cc1 | i | 1.8
O=C(O)CC1S/C(=N/N=C/c2ccc(-c3ccccc3[N+](=O)[O-])o2)NC1=O (stereo unspecified) | i | -0.16
O=C(NCc1ccccc1)C(c1ccc(F)cc1)N(Cc1ccc2c(c1)OCO2)C(=O)Cn1nnc(-c2cccs2)n1 (stereo unspecified) | i | -1.4
N#CC(C#N)=Cc1cnc(N2CCN(c3ccccc3)CC2)s1 | i | 1.3
O=c1cc(N2CCN(c3ccc(F)cc3)CC2)[nH]c(=O)n1C1CCCCC1 | i | 0.67
CC(=O)c1sc(NC(=O)C(C)C)nc1C | i | 0.21
CC1=[N+](C)N(c2ccccc2)C(=O)C1N=Cc1ccccc1Cl (stereo unspecified) | i | 0.65

In another format: results already given
> N#CC(C#N)=Cc1cnc(N2CCN(c3ccccc3)CC2)s1
  KCNQ2 block = i	Kir21 block = 1.3
> O=c1cc(N2CCN(c3ccc(F)cc3)CC2)[nH]c(=O)n1C1CCCCC1
  KCNQ2 block = i	Kir21 block = 0.67

The list goes on:
SMILES | KCNQ2 block | Kir21 block
O=C(OC1CCCCC1=O)c1cccc(S(=O)(=O)N2CCOCC2)c1 (stereo unspecified) | i | 0.25
C#CCOCCOCCOCCNc1nc(N2CCN(C(=O)[C@H](CCCCN)n3cc([C@@H](N)CC(C)C)nn3)CC2)nc(N2CCN(C(=O)[C@H](Cc3cc4ccccc4[nH]3)n3cc([C@@H](N)Cc4ccc(O)cc4)nn3)CC2)n1 | i | 0
COc1ccc(C)cc1S(=O)(=O)NCCc1ccccc1 | i | -1.6
C=CCn1c(=O)c2ccccc2n2c(SCC(=O)NCc3cccs3)nnc12 | i | 0.27
CCN(CC)CCC(=O)NC(C)(C)Cc1ccc(O)cc1 | i | -0.06
CC(NC(=O)c1cccc2ccccc12)c1ccc2c(c1)CCCC2 (stereo unspecified) | i | -1.5
OC1(c2ccccc2)CCN(Cc2ccccc2)CC1 | i | -7.6*
Cc1ccc(N/C(N)=N/c2nc(CSc3nnc(N)s3)cc(=O)[nH]2)cc1 | i | -0.08
COc1ccc(C(=O)Nc2ccc(-c3ccc(NC(=O)c4ccc(OC)cc4)c(OC)c3)cc2OC)cc1 | i | 0.13
Cc1cc(C)c(NC(=O)COC(=O)Cc2cccs2)c(C)c1 | i | 0.76
CN(CC/C=C1/c2ccccc2CSc2ccccc21)CCCO | i | -0.04
C/[N+]([O-])=C\c1cccc(OCCN2CCN(c3ncc(C(F)(F)F)cc3Cl)CC2)c1 | i | 1.2

Next part, overlapping the part above by 7 compounds.
SMILES | KCNQ2 block | Kir21 block
CC(NC(=O)c1cccc2ccccc12)c1ccc2c(c1)CCCC2 (stereo unspecified) | i | -1.5
OC1(c2ccccc2)CCN(Cc2ccccc2)CC1 | i | -7.6*
Cc1ccc(N/C(N)=N/c2nc(CSc3nnc(N)s3)cc(=O)[nH]2)cc1 | i | -0.08
COc1ccc(C(=O)Nc2ccc(-c3ccc(NC(=O)c4ccc(OC)cc4)c(OC)c3)cc2OC)cc1 | i | 0.13
Cc1cc(C)c(NC(=O)COC(=O)Cc2cccs2)c(C)c1 | i | 0.76
CN(CC/C=C1/c2ccccc2CSc2ccccc21)CCCO | i | -0.04
C/[N+]([O-])=C\c1cccc(OCCN2CCN(c3ncc(C(F)(F)F)cc3Cl)CC2)c1 | i | 1.2
CCCC[C@@H]1CCCO[C@@](C(=O)NCc2ccc(C)o2)(C(F)(F)F)C1 | i | 0.12
CN(C(=O)c1coc(=O)c2ccccc12)c1ccc(Br)cc1 | i | -0.27
Cc1cc2nc(-c3ccc(SCC(=O)N4CCOCC4)nc3)[nH]c2cc1C | i | -0.74
Cc1cccc(C)c1NC(=O)/C(=C/c1ccco1)c1ccccc1 | i | 0.03
COc1ccc(C(=O)C2CCCN(C(=O)c3ccc(F)cc3)C2)cc1OC (stereo unspecified) | i | 0.04
O=C(CSc1nnc2scc(-c3ccccc3)n12)NCc1ccc2c(c1)OCO2 | i | 0.64
O=C1CCCC(O)=C1Sc1ccccc1C(=O)O | i | -0.56
CN(CC(=O)Nc1cc(Cl)cc(Cl)c1)Cc1cccs1 | -5.6* | -2.2
O=C(NNC(=S)NCc1ccccc1)c1ccc(Br)cc1 | i | 0.21
CCN1CCN(CCCNC(=O)CCCn2nc(C)c3sc4ccccc4c3c2=O)CC1 | i | 0.87
